# Source: PubChem BioAssay (several laboratories)
# UGM FP inh: inhibitors of M. tuberculosis UDP-galactopyranose mutase; AID 504406; P9WIQ1; actives 0.06% (n = 320,000); inhibition, % at 10 µM; purified UGM, fluorescence polarization probe displacement; in the data active = inhibition above about 10%, passing the limit was not always enough; inconclusive = no clear call, values can overlap the other calls
# FadD28 binding: blocks FadD28 binding to the bisubstrate probe. inhibition, % at 12.5 µM. actives 0.22% (n = 360,000). fluorescence polarization; in the data active = inhibition above about 8.5%, passing the limit was not always enough; inconclusive = no clear call, values can overlap the other calls
# TcdB inh: TcdB glycohydrolase inhibition; P18177; TcdB glycohydrolase enzymatic assay, plate reader; inhibition, % at 9.99 µM; actives 0.24% (n = 350,000); AID 652162; in the data active = inhibition above about 10%
# Target sequence (P18177 whole entry, looked up): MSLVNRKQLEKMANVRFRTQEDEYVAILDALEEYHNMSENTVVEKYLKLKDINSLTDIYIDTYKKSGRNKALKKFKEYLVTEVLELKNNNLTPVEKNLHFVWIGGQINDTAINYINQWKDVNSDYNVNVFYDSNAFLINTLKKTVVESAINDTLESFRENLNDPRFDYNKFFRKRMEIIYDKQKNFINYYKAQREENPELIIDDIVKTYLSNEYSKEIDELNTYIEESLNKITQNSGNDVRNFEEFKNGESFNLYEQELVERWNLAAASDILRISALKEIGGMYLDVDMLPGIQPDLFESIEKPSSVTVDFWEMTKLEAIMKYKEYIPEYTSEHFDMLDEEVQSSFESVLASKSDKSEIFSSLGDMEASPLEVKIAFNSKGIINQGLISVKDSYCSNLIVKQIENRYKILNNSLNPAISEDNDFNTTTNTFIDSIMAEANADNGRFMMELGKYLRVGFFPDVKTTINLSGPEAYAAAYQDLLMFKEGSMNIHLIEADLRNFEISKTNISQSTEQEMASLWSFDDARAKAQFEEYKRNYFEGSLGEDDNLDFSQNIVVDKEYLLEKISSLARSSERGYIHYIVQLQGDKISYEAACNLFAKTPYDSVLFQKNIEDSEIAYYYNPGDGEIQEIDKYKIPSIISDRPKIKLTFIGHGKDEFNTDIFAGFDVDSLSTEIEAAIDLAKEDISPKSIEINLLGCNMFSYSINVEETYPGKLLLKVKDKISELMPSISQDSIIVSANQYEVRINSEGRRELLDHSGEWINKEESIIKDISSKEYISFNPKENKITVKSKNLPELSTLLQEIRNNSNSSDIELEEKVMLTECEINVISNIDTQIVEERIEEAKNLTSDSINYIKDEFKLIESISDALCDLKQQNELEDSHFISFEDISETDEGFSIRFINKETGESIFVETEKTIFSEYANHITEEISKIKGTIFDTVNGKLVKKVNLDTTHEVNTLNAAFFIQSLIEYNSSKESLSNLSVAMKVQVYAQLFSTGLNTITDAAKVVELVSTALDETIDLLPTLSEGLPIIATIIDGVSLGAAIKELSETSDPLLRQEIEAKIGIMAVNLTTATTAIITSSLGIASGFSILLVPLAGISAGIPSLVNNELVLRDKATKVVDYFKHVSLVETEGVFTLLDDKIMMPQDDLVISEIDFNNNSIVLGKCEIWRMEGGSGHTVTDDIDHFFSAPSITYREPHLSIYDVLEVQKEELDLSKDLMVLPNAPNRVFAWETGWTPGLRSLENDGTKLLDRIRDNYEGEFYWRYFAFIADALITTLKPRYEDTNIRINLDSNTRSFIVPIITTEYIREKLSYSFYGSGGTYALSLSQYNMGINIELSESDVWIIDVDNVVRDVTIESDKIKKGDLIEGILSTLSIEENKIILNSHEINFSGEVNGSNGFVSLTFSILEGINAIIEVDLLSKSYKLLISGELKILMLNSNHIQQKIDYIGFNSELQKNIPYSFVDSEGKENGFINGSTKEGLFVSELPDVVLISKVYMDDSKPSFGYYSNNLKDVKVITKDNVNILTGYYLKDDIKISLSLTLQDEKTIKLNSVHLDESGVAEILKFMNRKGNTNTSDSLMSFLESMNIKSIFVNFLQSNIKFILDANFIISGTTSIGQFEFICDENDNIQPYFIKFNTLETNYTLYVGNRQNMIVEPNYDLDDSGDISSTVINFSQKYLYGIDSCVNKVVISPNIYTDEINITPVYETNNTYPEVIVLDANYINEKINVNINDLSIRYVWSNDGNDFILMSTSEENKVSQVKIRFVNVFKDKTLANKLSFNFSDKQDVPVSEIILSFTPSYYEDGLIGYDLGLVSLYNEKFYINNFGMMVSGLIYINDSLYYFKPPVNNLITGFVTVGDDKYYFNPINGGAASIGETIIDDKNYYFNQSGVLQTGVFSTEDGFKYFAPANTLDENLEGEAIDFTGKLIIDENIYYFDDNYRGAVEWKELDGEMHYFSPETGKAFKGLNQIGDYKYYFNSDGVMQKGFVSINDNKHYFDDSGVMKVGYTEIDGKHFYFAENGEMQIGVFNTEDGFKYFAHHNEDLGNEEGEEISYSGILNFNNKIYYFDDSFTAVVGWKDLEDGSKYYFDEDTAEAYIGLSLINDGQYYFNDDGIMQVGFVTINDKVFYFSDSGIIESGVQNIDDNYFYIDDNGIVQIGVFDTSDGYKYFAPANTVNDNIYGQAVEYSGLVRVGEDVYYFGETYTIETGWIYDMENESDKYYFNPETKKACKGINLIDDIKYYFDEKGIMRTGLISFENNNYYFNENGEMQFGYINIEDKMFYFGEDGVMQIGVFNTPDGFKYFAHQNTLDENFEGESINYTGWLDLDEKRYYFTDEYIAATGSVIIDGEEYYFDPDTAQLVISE
# Yp Topo-I inh: inhibitors of Yersinia pestis topoisomerase I; Y. pestis Topo-I cleavage product accumulation, plate reader; activity, % at 10 µM; actives 0.064% (n = 360,000); in the data active = activity above about 50%, passing the limit was not always enough; inconclusive = no clear call, values can overlap the other calls; also: inactives centre near 2
# BioA inh: blocks M. tuberculosis BioA enzyme activity | purified M. tuberculosis BioA enzyme, plate reader | inhibition, % at 9.99 µM | actives 0.096% (n = 360,000); in the data active = inhibition above about 40%; inconclusive = no clear call, values can overlap the other calls
# Vc quorum ag: quorum light induction in luxS cqsA deficient V. cholerae | actives 0.16% (n = 350,000) | activation, % at 18.7 µM | V. cholerae BH1578 lux reporter, luminescence, 6 h; in the data active = activation mostly above about 9.7%, no sharp cut-off; inconclusive = no clear call, values can overlap the other calls; inactive = mostly below about 3.7%; also: not every result past the cut was called active; inactives centre near 0; reference of the scale not given here
# GDH-TPI inh: inhibits GDH-TPI coupling enzymes, artifact for Mtb FBA screen. actives 1.2% (n = 360,000). inhibition, % at 4.8 µM. GDH-TPI coupled enzyme counterscreen, NADH absorbance. AID 588335; in the data active = inhibition above about 30%;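 also: 0% = DMSO wells and 100% = wells lacking the enzyme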
# PfHsp40 rescue: rescue of PfHsp40-mediated yeast toxicity | S. cerevisiae expressing PfHsp40, growth rescue, ATP luminescence | growth rescue, % at 12.5 µM | actives 0.68% (n = 340,000); in the data active = growth rescue above about 28%, passing the limit was not always enough; inconclusive = no clear call, values can overlap the other calls;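 also: yeast W303a lacking pdr1 and pdr3 grown in galactose medium; growth measured after three days at 30 °C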
# Mtb FBA inh: Mtb fructose-bisphosphate aldolase inhibition | AID 588726 | purified M. tuberculosis FBA, fluorescence read-out | inhibition, % at 1 µM | P9WQA3 | actives 2.3% (n = 360,000); in the data active = inhibition above about 27%;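 also: 0% = vehicle and 100% = reference inhibitor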
# Numbers without * were called inactive; i = inactive; ? = inconclusive; / = no result given; & = joins results of further samples.
# A first look (2 entries):
smiles,UGM FP inh,FadD28 binding,TcdB inh,Yp Topo-I inh,BioA inh,Vc quorum ag,GDH-TPI inh,PfHsp40 rescue,Mtb FBA inh
COc1ccc2c(OC)cc(=O)n(C)c2c1,-3.4,-0.2,/,-1,/,-0.3,0,-0.2,-1
O=C(OCCCN=C1NS(=O)(=O)c2ccccc21)c1ccccc1,1.7,-1.4,0.8,5,2.2,1.6,7,-0.1,1

# The whole of this part, repeating the preview:
smiles,UGM FP inh,FadD28 binding,TcdB inh,Yp Topo-I inh,BioA inh,Vc quorum ag,GDH-TPI inh,PfHsp40 rescue,Mtb FBA inh
COc1ccc2c(OC)cc(=O)n(C)c2c1,-3.4,-0.2,/,-1,/,-0.3,0,-0.2,-1
O=C(OCCCN=C1NS(=O)(=O)c2ccccc21)c1ccccc1,1.7,-1.4,0.8,5,2.2,1.6,7,-0.1,1
O=C(O)c1ccc(OS(=O)(=O)c2ccc(Cl)s2)c(Cl)c1,/,-7.4,1.7,0,-0.7,i,0,-2.4,-4
COc1ccc(-c2csc3ncnc(N4CCN(S(=O)(=O)c5ccccc5C#N)CC4)c23)cc1,-0.8,-9.8,2.7,35,16,-5.0,6,0.6,-1
CCC1CCCCN1C(=O)N[C@@H](Cc1ccccc1)C(=O)O (stereo partly specified),5.6,-2.0,/,-4,0.6,-0.2,4,0.0,2
Cn1c(=O)c2c(nc(CN3CCN(Cc4ccccc4)CC3)n2Cc2cccc(Cl)c2)n(C)c1=O,-3.0,-5.8,2.8,23,-1.2,-0.2,13,2.2,-1
O=C(Nc1ccccc1Cl)N1CCN(C/C=C/c2ccccc2)CC1,-2.1,0.7,0.6,-1,/,-0.3,15,-1.3,2
CSc1ccc(OC2(C)CCN(Cc3ccccc3)C2)cc1 (stereo unspecified),/,-1.7,1.4,18,2.5,-1.2,5,/,2
O=C(Nc1cccc(NC(=O)c2cccs2)c1)c1ccc2c(c1)OCO2,-0.9,-7.4,0.1,10,7.9,-0.6,3,2.0,3
COCCn1c(C)cc(C(=O)COC(=O)c2ccc(N3CCCC3=O)cc2)c1C,1.9,0.4,/,3,/,i,-1,0.5,-2
CC1CN(C(=S)SCC(=O)c2ccccc2)CC(C)O1 (stereo unspecified),-1.5,-4.5,/,-1,/,-0.4,-11,0.6,1
CCN(CC(=O)Nc1c(F)cccc1F)C(=O)c1cccc(S(=O)(=O)N2CCCc3ccccc32)c1,/,-1.6,0.6,19,-1.2,1.6,8,0.0,4
Cc1cc(C)cc(NC(=O)CN2CCc3ccccc3C2)c1,2.8,-2.5,/,17,0.6,-3.6,-4,1.1,1
CCOC(=O)c1cccc2c(=O)c(C(=O)c3ccc(Cl)cc3)c(C(=O)OC)[nH]c12,-1.6,-2.8,/,-2,/,-0.3,4,0.4,1
Cc1ccc(S(=O)(=O)N2CCN(C(=O)CSc3nccn3C)CC2)cc1,-0.6,-0.3,0.7,9,-0.5,-0.4,0,0.7,0
O=C(Oc1ccc[nH]c1=O)C1CC1,/,-2.4,0.7,-5,-0.9,-0.1,-5,/,-1
CCCCOc1ccc(/C=C(\C(=O)O)c2ccc(S(=O)(=O)N3CCCC3)s2)cc1,2.4,-1.3,0.8,11,3.4,0.4,24,1.0,2
Cc1cccn2c(=S)[nH]nc12,/,-4.2,16*,8,0.0,-7.1,7,?,2
COc1ccc(C2=NO[C@@H]3[C@@H]4C[C@@H]([C@H]5C(=O)N(c6ccc7c(c6)OCO7)C(=O)[C@@H]45)[C@H]23)cc1OC,1.0,-5.1,0.1,10,/,-2.6,7,-1.6,-2
CN1C(=O)C(=Cc2cccnc2)C(=O)N(C)C1=O,-1.3,-2.1,-2.1,1,/,-0.3,4,-0.9,-2
CSc1ccc(Cn2c(C)c(C(=O)NCc3ccc4c(c3)OCO4)sc2=O)cc1,/,-11,0.7,40,0.7,-0.4,3,/,1
O=C(CS(=O)(=O)Cc1ccccc1)NCC1CCCO1 (stereo unspecified),-0.9,2.7,/,2,-1.9,-2.9,-1,-1.4,-5
O=C(CSc1nc2ccccc2[nH]1)N/N=C/C=C\c1ccccc1[N+](=O)[O-],0.3,-2.1,0.1,0,/,-0.3,12,0.8,1
COc1ccc(-c2nnn(Cc3ccccc3)n2)cc1OC,-0.7,-3.5,2.4,2,-2.7,-0.1,-5,0.6,-3
COCCNC(=O)C(c1ccncc1)N(Cc1ccccc1)C(=O)Cn1nnc2ccccc21 (stereo unspecified),-0.9,-0.9,0.6,-3,/,-0.2,7,0.2,1
CCCn1c(=S)[nH]c2cc(C(=O)N3CCN(c4ccccc4)CC3)ccc2c1=O,/,-3.3,1.3,2,/,-2.9,0,/,-4
COc1ccc(/C=C/C(=O)c2ccc3c4c(cccc24)CC3)cc1,1.4,-5.8,-0.7,11,-2.5,-1.0,3,-0.8,-3
COC(=O)Cc1ccc(NC(=S)N2CCN(C)CC2)cc1,-2.2,-1.7,0.8,3,/,i,-1,1.9,-2
COc1ccccc1C(=O)N1CCN=C1SC,0.4,-1.9,/,3,-2.6,i,-5,-0.1,7
COC(=O)c1ccc(NC(=O)CNC(=O)C2CCCCC2)cc1,-0.1,-0.8,-0.2,5,0.1,0.9,2,0.1,-1

# A few values from the entries so far.
# Value of O=C(CS(=O)(=O)Cc1ccccc1)NCC1CCCO1 (stereo unspecified) under UGM FP inh: -0.9
# Value of CCCn1c(=S)[nH]c2cc(C(=O)N3CCN(c4ccccc4)CC3)ccc2c1=O under Yp Topo-I inh: 2
# Value of O=C(CSc1nc2ccccc2[nH]1)N/N=C/C=C\c1ccccc1[N+](=O)[O-] under UGM FP inh: 0.3
# Value of COc1ccccc1C(=O)N1CCN=C1SC under Mtb FBA inh: 7

# Next section:
smiles,UGM FP inh,FadD28 binding,TcdB inh,Yp Topo-I inh,BioA inh,Vc quorum ag,GDH-TPI inh,PfHsp40 rescue,Mtb FBA inh
COc1ccc(Cl)cc1NC(=O)c1cccc(N2C(=O)C3CC=CCC3C2=O)c1 (stereo unspecified),-0.6,/,1.6,27,-0.3,-0.1,-2,0.3,-2
CCC(C)Sc1nc(O)cc(=O)[nH]1 (stereo unspecified),0.8,-0.2,/,2,-0.5,-1.0,18,1.5,0
CCn1c2ccccc2c2cc(NC(=O)CNCC3CCCO3)ccc21 (stereo unspecified),0.9,-2.5,3.0,-16,/,-0.4,0,-1.6,-1
CCN(C(=O)COC(=O)C(C)(C)Oc1ccc(Cl)cc1)c1c(N)n(Cc2ccccc2)c(=O)[nH]c1=O,/,-3.0,0.5,13,4.5,-1.8,-4,1.2,-2
CCN(CC)CCNC(=O)c1c(O)c2cc(OC)c(OC)cc2[nH]c1=O,-1.3,0.0,/,0,3.3,-0.6,2,-1.5,16
O=C(CCNC(=O)C1CCN(S(=O)(=O)c2ccccc2)CC1)NCc1ccc(Cl)cc1Cl,-1.6,-0.4,-0.3,36,0.4,-0.2,6,1.8,1
CCC(O)(CC)C(=O)NN(C(=O)CCl)c1ccccc1,1.5,-0.9,-0.7,5,/,-0.3,1,-0.6,1
S=c1nc(-c2ccccc2)c(-c2ccccc2)n[nH]1,0.2,0.1,1.7,7,0.0,i,18,3.1,0
CCCCN1C(=O)C(CC(=O)NCC2CCCCC2)CC(C(=O)N(CC)CC)=C1C (stereo unspecified),/,-0.2,-0.4,18,-0.8,-0.6,8,/,1
CN(C)c1nc(N)nc(Nc2ccccc2C#N)n1,2.0,-1.5,/,8,-0.6,0.5,-2,-0.4,-3
O=C(CCn1nc(-c2ccccc2)ccc1=O)N1CCOCC1,0.7,-1.9,-1.2,-3,/,-0.6,-1,-1.2,0
Cc1ccc(NC(=O)c2cccc(C(=O)Nc3ccc(C)cc3C(=O)O)c2)c(C(=O)O)c1,13*,6.1,0.0,-4,0.7,-0.5,11,/,1
O=C(NCCc1ccccc1)[C@@H]1CC=C[C@@H]2CCN(Cc3ccc(Cl)c(Cl)c3)C(=O)[C@@H]21,-0.2,-6.0,2.2,29,-0.2,-0.8,0,6.5,1
CCC(C)NC(=O)C1CCN(S(=O)(=O)c2cccnc2)CC1 (stereo unspecified),-2.6,-1.6,/,-10,-2.2,-3.4,-2,-1.1,-1
COc1ccccc1CCCNC(=O)C1CCC(=O)N(CCc2cccc(F)c2)C1 (stereo unspecified),1.7,0.5,0.0,12,2.0,i,2,0.9,-1
Cc1cc2oc(=O)cc(CN3CCOCC3)c2c(C)c1Cl,-4.3,-0.7,0.6,-5,0.4,i,-6,1.5,137*
CC(=O)CCC(=O)CNC(=O)CC[C@H]1O[C@@H](n2ccc(=O)[nH]c2=O)[C@H](O)[C@@H]1O,/,-1.2,0.7,/,3.2,/,/,/,2
COc1ccc(OCC(=O)c2c(O)c3ccccc3oc2=O)cc1,0.3,-0.8,-2.1,8,0.0,0.2,-6,0.1,15
O=C(COC(=O)CCCSc1nc2ccccc2[nH]1)Nc1ccc(Cl)cc1,3.3,-2.0,0.7,2,3.4,i,4,1.0,-2
O=C1OC(/C=C/c2ccc(Cl)cc2Cl)=NC/1=C\c1cccs1,0.8,-0.2,1.5,3,-0.4,-0.5,25,-0.1,3
CN(C)S(=O)(=O)c1cccc(NC(=O)COc2ccccc2C(=O)Nc2ccccc2)c1,/,-12,9.4,-1,1.6,i,-3,/,-2
O=C(COc1ccc(Cl)cc1)N1CCN(S(=O)(=O)c2cc(F)ccc2F)CC1,/,-2.3,3.1,22,-0.2,-1.3,8,/,3
Cc1cc(OCC(=O)NCC2CCC(C(=O)O)CC2)c2c(C)c(C)c(=O)oc2c1 (stereo unspecified),-2.7,-2.5,-2.0,-3,-0.8,-0.4,6,-1.5,21
Cc1c(Cl)cccc1NC(=O)C1CC2CCC1C2 (stereo unspecified),-1.6,-3.6,1.1,-4,-1.6,-0.6,-13,/,0
CCOC(=O)C1(Cc2ccccc2Cl)CCN(C(=O)c2cc(C)on2)CC1,4.0,-2.1,1.1,22,-1.3,-5.9,4,-0.1,-1
C[C@@H]1CN([C@H](C)CO)C(=O)CCCn2cc(nn2)CO[C@H]1CN(C)S(=O)(=O)c1ccc(F)cc1,/,-2.3,-0.2&-0.3&-0.3,/,-2.2&-1.9&-2.1,/,/,/,1
COc1ccccc1C(c1nnnn1C(C)C)N1CCN(C(=O)c2ccco2)CC1 (stereo unspecified),-1.2,-0.9,2.6,6,-1.2,-0.3,-2,0.0,-1
COc1ccc(C)cc1Nc1nc(N)c2ccccc2n1,4.6,-2.4,0.6,-3,-0.9,-0.4,-4,2.0,-1
CC(C)C(=O)Nc1ccc(C(=O)Nc2ccc(S(=O)(=O)N3CCOCC3)cc2)cc1,0.5,-1.2,/,2,-0.6,-0.3,5,1.7,-3
C=CCOC(=O)C(=O)/C=C/c1coc2ccccc2c1=O,-0.9,-0.8,-0.3,6,-2.3,-0.6,3,?,14
CCc1nc2c(OCc3cccc(OC)c3)cccn2c1N(C)C(=O)c1ccccc1F,/,-1.1,0.9,-1,-1.4,i,14,/,6
CC(CN1CCOCC1)OC(=O)c1cccc(Br)c1 (stereo unspecified),1.7,-4.2,/,-8,0.1,0.5,-8,2.2,-1
COc1ccccc1C(=O)NC(=S)Nc1cccnc1Cl,-2.2,-2.1,1.6,-4,-1.8,-2.8,4,-0.6,3
O=C(/C=C/c1ccc(Br)o1)NCCCN1CCOCC1,-0.2,-1.3,0.3,1,-1.8,-0.1,8,-1.6,-1
O=C(c1ccccc1)c1cc2ccccc2oc1=O,0.1,-2.7,-3.3,-11,0.8,-7.7,0,0.8,-4
COc1ccc(O)c(/C=N/NC(=O)c2cc(=O)[nH]c3ccccc23)c1,0.0,-2.0,-1.0,-5,/,i,11,0.6,-2
CC(Oc1ccc(Br)cc1)C(=O)NCC(c1cccs1)N1CCOCC1 (stereo unspecified),0.9,-1.6,2.2,10,2.4,-1.7,9,-0.4,-1
COc1ccccc1N1CCN(CC(O)COc2ccc3c(c2)OCO3)CC1 (stereo unspecified),0.8,-2.5,/,8,/,-0.1,-4,-0.5,-1
Nc1nccnc1C(=O)OCC(=O)NCCc1ccc(Cl)cc1,1.8,/,0.9,1,0.1,2.6,2,-0.5,102*
